POLB inh – qHTS Assay for Inhibitors of DNA Polymerase Beta; 1.3% of 340,000 active; Potency, µM (highest dose often 114 µM), inactives show at the highest dose activity change, negative = inhibition, hits mostly inhibitors; AID 485314, 2010; Pol beta primer extension/strand displacement, fluorescence kinetic; also: potency is read from the fitted curve at half-maximal effect; % is scaled to controls: 0 for no effect and ±100 for the full control effect
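Homogeneous kinetic assay of primer extension and strand displacement by 10 nM Pol beta, preincubated 15 min at room temperature with compound before 50 nM substrate (final) was added. Read at 0 and 10 min; four-parameter Hill fit.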
POLI inh – qHTS for Inhibitors of Polymerase Iota; DNA polymerase iota (Homo sapiens), Q9UNA4; Pol iota fluorescent replication assay, 10 min; Potency, µM (doses to about 115 µM), without a hit: top-dose activity, negative = inhibition, most hits filed as inhibitors; 1% of 390,000 active; AID 588590, 2011; also: potency is read from the fitted curve at half-maximal effect
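Pol iota at 10 nM preincubated 15 min with compounds at room temperature; reaction started with fluorescent substrate, 50 nM final. Fluorescence read kinetically at 0 and 10 min; buffer-only wells as negative control.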
APE1 inh – qHTS Assay for Inhibitors of the Human Apurinic/apyrimidinic Endonuclease 1 (APE1). DNA repair nuclease/redox regulator APEX1 (Homo sapiens), P27695. Potency, µM (series often up to 65.8 µM), without a hit: top-dose activity change, negative = inhibition, most hits filed as inhibitors. AID 2517, 2012. 0.35% of 350,000 active. recombinant APE1, TAMRA/BHQ-2 abasic DNA cleavage fluorescence;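 also: potency is read from the fitted curve at half-maximal effect; plate controls were vehicle for no effect and reference inhibitor for full effect; nearly all actives have a fitted effect of over 55% in size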
Target sequence (P27695 whole entry, looked up): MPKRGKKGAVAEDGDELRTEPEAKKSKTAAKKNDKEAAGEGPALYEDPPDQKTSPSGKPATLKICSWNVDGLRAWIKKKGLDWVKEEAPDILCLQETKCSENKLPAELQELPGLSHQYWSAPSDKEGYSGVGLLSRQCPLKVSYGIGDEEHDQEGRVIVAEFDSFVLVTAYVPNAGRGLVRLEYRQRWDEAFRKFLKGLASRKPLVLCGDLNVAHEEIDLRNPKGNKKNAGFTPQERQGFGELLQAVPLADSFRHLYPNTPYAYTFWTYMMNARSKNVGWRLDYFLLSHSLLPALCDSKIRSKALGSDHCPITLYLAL
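Substrate: short duplex with […] THF abasic site, 5'-TAMRA and 3'-BHQ-2, 50 nM final. APE1 at 0.75 nM, preincubated 15 min RT with compound. Fluorescence increase from first to third read measured activity.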
Anesthetic bind – qHTS Assay for Identification of Novel General Anesthetics; apoferritin/1-aminoanthracene competitive binding, fluorescence; Potency, µM (series often up to 77.5 µM), for inactives: top-dose activity change, negative = displacement, actives largely listed as inhibitors; 0.074% of 350,000 active; also: potency is read from the fitted curve at half-maximal effect; % is scaled to controls: 0 for no effect and ±100 for the full control effect; nearly all actives have a fitted effect of over 20% in size
Target sequence (P02791 2-175 limits assumed): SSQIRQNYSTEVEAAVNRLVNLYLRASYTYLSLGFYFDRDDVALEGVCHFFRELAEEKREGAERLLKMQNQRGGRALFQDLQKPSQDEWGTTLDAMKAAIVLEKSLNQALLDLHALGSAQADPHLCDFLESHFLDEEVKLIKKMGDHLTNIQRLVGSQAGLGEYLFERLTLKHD
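10 uM apoferritin + 50% sat. 1-AMA, PBS; cpd 10 min RT; Ex380/Em535 endpoint; normalized to free probe vs complex; 4-param Hill fit; propofol titration as pos. ctrl.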
ERG-DNA inh – qHTS for Small Molecule Inhibitors of the ERG Ets/DNA interaction; AID 624246, 2012; Potency, µM (series often up to 76.9 µM), for inactives: at the highest dose FP activity, negative = inhibition, usual class: inhibitors; Transcriptional regulator ERG (Homo sapiens), P11308; 0.028% of 370,000 active; fluorescence polarization, His-ERG Ets domain / labelled DNA; active = well fitted inhibition curve with a large enough effect in the polarisation, with a control signal flat; inconclusive = small, poorly fitted or top-dose-only effect, or effect the other way, or a change in a side signal; inactive = no such curve, though single readings can be large or run the other way; the % refers to the polarisation;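 also: polarization taken with two DNA probes labelled with fluorescein and Texas red; potency is read from the fitted curve at half-maximal effect; % of control where 0% means no effect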
Target sequence (P11308 whole entry, looked up, the tested form may be a part): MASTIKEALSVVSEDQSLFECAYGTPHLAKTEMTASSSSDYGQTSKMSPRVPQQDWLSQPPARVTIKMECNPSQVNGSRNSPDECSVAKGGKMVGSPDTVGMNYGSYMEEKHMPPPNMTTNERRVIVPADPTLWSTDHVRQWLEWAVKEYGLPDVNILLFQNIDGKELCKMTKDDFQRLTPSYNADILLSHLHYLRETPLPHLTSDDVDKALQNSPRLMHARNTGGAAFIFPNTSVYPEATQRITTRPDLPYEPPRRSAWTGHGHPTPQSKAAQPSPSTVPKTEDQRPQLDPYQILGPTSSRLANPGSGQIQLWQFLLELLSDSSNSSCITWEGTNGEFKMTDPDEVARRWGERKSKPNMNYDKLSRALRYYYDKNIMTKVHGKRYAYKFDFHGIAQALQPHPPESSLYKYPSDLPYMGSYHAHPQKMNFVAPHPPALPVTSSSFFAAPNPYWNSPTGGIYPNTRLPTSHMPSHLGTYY
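His-tagged ERG Ets domain (1 uM in the protein solution; 300mM KCl, 50mM Tris-HCl, 1mM EDTA, 1mM DTT, pH 7.5) received compound, then a probe mix of 5 nM fluorescein-DNA and 100nM Texas-615-DNA. Fluorescence polarization was read for both dyes.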
TRHR ag – qHTS for Small Molecule Agonists and Allosteric Enhancers of Human TRH Receptor: Primary Screen for Agonists; Thyrotropin-releasing hormone receptor (Homo sapiens), P34981; TRHR cells, calcium flux fluo-8, FDSS agonist mode; activation, % at 2 µM; 0.18% of 360,000 active; in the data active = activation above about 30%; also: 0% is about no effect
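TRHR-expressing cells loaded with fluo-8 calcium dye; 23 nL library compound pin-transferred, kinetic FDSS fluorescence (Ex 480/Em 530) recorded about 180 s for agonist-induced calcium release, before a 10 nM TRH EC20 addition for potentiator mode.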
POLK inh – qHTS for Inhibitors of Polymerase Kappa; 0.53% of 400,000 active; DNA polymerase kappa (Homo sapiens), Q9UBT6; Potency, µM (highest dose often 107 µM), inactives show top-dose activity, negative = inhibition, actives largely listed as inhibitors; purified Pol kappa, fluorescent DNA synthesis assay, 10 min; also: potency is read from the fitted curve at half-maximal effect; % is scaled to controls: 0 for no effect and ±100 for the full control effect
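Kinetic fluorescence readout at 0 and 10 min followed reaction start with substrate at 50 nM final. Beforehand, enzyme (10 nM Pol kappa) stood 15 min with compound at room temperature; buffer-only wells were negative controls.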
ALOX12 inh – Primary qHTS assay for inhibitors of human arachidonate 12S-lipoxygenase (ALOX12): Round 2. Potency, µM (series often up to 108 µM), for the others: top-dose activity change, negative = inhibition, most hits filed as inhibitors. 1.1% of 580,000 active. purified 12hLO, xylenol orange hydroperoxide absorbance. Polyunsaturated fatty acid lipoxygenase ALOX12 (Homo sapiens), P18054; also: potency is read from the fitted curve at half-maximal effect; % is scaled to controls: 0 for no effect and ±100 for the full control effect
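Purified human 12hLO at 150 nM in 25 mM Hepes, 0.01% Triton X-100, pH 7.0, preincubated 15 min at room temperature with compound. Reaction started with 40 uM arachidonic acid, 30 min at room temperature. Hydroperoxide measured by Fe-xylenol orange, 573/405 nm absorbance ratio.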
BLM helicase inh – qHTS Assay for Inhibitors of Bloom's syndrome helicase (BLM); recombinant BLM DNA unwinding, fluorescence dequenching; Potency, µM (series often up to 56.1 µM), for inactives: top-dose activity change, negative = inhibition, actives largely listed as inhibitors; 0.2% of 350,000 active; AID 2528, 2010;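 also: potency is read from the fitted curve at half-maximal effect; plate controls were vehicle for no effect and no enzyme for full effect; nearly all actives have a fitted effect of over 35% in size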
* hit, by the source's call; ? = inconclusive; · = not tested or not shown; & = joins results of further samples; [ ] = another dose, or the depositor's remark. Unless noted, calls follow the shape of the dose curve; as a rule, active = well fitted curve in the direction sought with a large enough effect; inconclusive = small, poorly fitted or top-dose-only effect, or another doubt; inactive = no such curve, though single readings can be large; an effect the other way counts as inactive or inconclusive.

Below each compound – POLB inh	POLI inh	APE1 inh	Anesthetic bind	ERG-DNA inh	TRHR ag	POLK inh	ALOX12 inh	BLM helicase inh
#1 O=C1[C@H](O)[C@@H](O)C(=O)N1Cc1ccccc1
 : 59%	114%[activator]	9%	8%	-12%	1.1	-5%	15%	0%
#2 CSC[C@H](NC(=O)COc1cc2c(c3oc(=O)cc(C)c13)CCC(C)(C)O2)C(=O)O
 : 0%	24%	49%	2%	-9%	-0.1	1%	2%	-3%
#3 CC1=C(C(=O)Nc2ccc(Cl)cc2)C(c2ccccc2C)n2ncc(C(=O)Nc3ccc(C)cc3)c2N1 (stereo not given)
 : 18%	-15%	·	59%[activator]	-7%	1.2	-7%	2%	-13%
#4 COc1ccc(CNC(=O)CN2C(=O)CSc3ccc(S(=O)(=O)N4CCOCC4)cc32)c(OC)c1
 : 17%&6%	12%&24%	-15%	-10%&-1%	-3%&5%	-0.5&-0.5	14%	21%&-21%	1%&2%
#5 O=C(NC12CC3CC(CC(C3)C1)C2)c1cc(F)c(F)cc1Cl
 : 1%	104%[activator]	21%	?	-6%	-0.3	1%	25%	-6%
#6 O=C(O)C1C2C=CC(CC2)C1C(=O)O (stereo not given)
 : 18µM*	?	13µM*	-15%	7%	0.5	?	0%	-10%
#7 C/C(=N\OCC(=O)NC12CC3CC(CC(C3)C1)C2)c1cc2ccccc2o1
 : -14%[57.1 µM]	35%[activator]	0%	?	-3%	0.3	-15%	-13%	-13%
#8 CC(C)C[C@H]1CN=C(Nc2ccccc2)N1CCc1ccc(F)cc1
 : ·	6%	25%	·	-3%	39*	-27%	3%	·
#9 Cc1cc(C)c(S(=O)(=O)N2CCC3(CC2)OCCN3S(=O)(=O)c2cccs2)c(C)c1
 : ·	21%	-10%	·	7%	0.3	-2%	-2%	·
#10 COc1ccc(NC(=O)c2c(C)nn(-c3ccccc3)c2Cl)cc1
 : -4%	47%[activator]	13%	-1%	11%	-0.8	-5%	0%	-3%
#11 CN1CCN(c2ncc3nc(-c4cccs4)c(=O)n(Cc4cccs4)c3n2)CC1
 : ·	·	?	·	·	·	-17%[60.1 µM]	?	-9%
#12 O=C(NNC(=O)c1cccc(O)c1)Nc1ccc([N+](=O)[O-])cc1
 : 17%	9%	0%	-11%	9%	0.2	-2%	12%	-6%
#13 O=C(NC1CCCCC1)NC12CC3CC(CC(C3)C1)C2
 : -1%	-13%	5%	-4%	-5%	-0.3	-6%[60.1 µM]	-8%	-9%
#14 CC1CN(S(=O)(=O)c2cc(C(=O)NCc3ccncc3)ccc2Cl)CC(C)O1 (stereo not given)
 : ·	-19%	25%	·	4%	0.1	-2%	7%	·
#15 OC(CNCc1ccc(Cl)cc1)COc1ccccc1 (stereo not given)
 : -7%	-7%	22%	-7%	-5%	1.1	-11%	?	2%
#16 Cc1ccccc1OCC(=O)Nc1ccc2nc(SCc3ccccc3)sc2c1
 : -3%	4%	·	-5%	-3%	1.1	0%	-14%	0%
#17 C=CCn1c(SCc2nc3scc(-c4ccccc4)c3c(=O)[nH]2)nnc1-c1ccccc1F
 : 4%	5%	-2%	?	-7%	0.4	-11%	10%	-4%
#18 O=C(NCCCN1CCOCC1)c1cccc(NC(=O)c2ccccc2)c1
 : ·	43%[activator]	·	·	-2%	·	2%	-15%	·
#19 Nc1nc2ccccc2n1CCN1CCCC1
 : 0%	28%	-2%	1%	-8%	-0.1	7%	18%	0%
#20 COC(=O)NCC(c1ccco1)N1CCN(c2ccc(OC)cc2)CC1 (stereo not given)
 : 2%	25%	-3%	-6%	-13%	0.6	-5%	-2%	1%
#21 COCCN(C(=S)Nc1ccccc1OC)C1CCN(C(C)C)CC1
 : ?	38%[activator]	-4%	-5%	10%	0.0	5%	40%[activator]	-4%
#22 COc1ccc(/C=N/NC(=O)CN(CCc2ccccc2)S(=O)(=O)c2ccc(NC(C)=O)cc2)cc1OC
 : 17%	1%	16%	1%	1%	0.3	-9%	-10%	-3%
#23 CCN(CC)CCCNc1sc(S(=O)(=O)c2ccccc2)nc1S(=O)(=O)c1ccc(Cl)cc1
 : 23%	6%	·	?	0%	1.8	2%	?	-2%
#24 O=C(CN1C(=O)C2C3CC(C(Br)C3Br)C2C1=O)Nc1ccc(C(=O)O)cc1 (stereo not given)
 : 2%	15%	?	5%	-14%	0.0	16%	2%	-2%
#25 C/C(=N/OC(=O)c1ccc(C)cc1)C(=O)c1ccc(Br)cc1
 : -4%	0%	-6%	38%[activator]	5%	-0.3	-16%	0%	5%
#26 Cc1cc(SCC(=O)N/N=C/c2cccnc2)nc2c(C)cccc12
 : 6%	42%[activator]	-1%	-10%	3%	-0.1	10%	-20%	1%
#27 Cc1ccc(C)c(S(=O)(=O)NCCCc2ccccc2)c1
 : 2%	45%[activator]	33%[12.4 µM]	-18%	-9%	-0.4	-18%	-10%	-3%
#28 CCCOc1cccc(C(=O)NCCNC(=O)c2ccc(C)nc2)c1
 : 3%	27%	73%	-4%	7%	-0.3	-4%	13%	1%
#29 CS(=O)(=O)c1ccc(-c2cccc(NC(=O)c3ccc(Br)o3)c2)nn1
 : ·	-2%	19%	·	-11%	0.1	-9%	-46%	·
#30 COc1ccc(NC(=O)/C(N=Nc2ccc(Cl)c(S(=O)(=O)Nc3ccc(Cl)cc3)c2)=C(\C)O)cc1
 : ·	11%	15%	·	-4%	·	-12%	-9%	·
#31 COc1ccc([N+](=O)[O-])cc1NC(=O)CC1SC(=Nc2cccc(C)c2C)N(/N=C/c2cccc(OC)c2OC)C1=O (stereo not given)
 : 2%	26%&24%	-8%	-10%	1%&-5%	0.4	-12%&-3%	4%&-6%	-5%
#32 COc1ccc(-c2nn(-c3ccccc3)cc2/C=C2/SC(=S)N(CCC(=O)O)C2=O)c(C)c1
 : 32µM*	?	?	-6%	-3%	-0.6	?	0%	?
#33 CCCOc1ccc(NC(=O)CC2C(=O)N(c3ccc(OCC)cc3)C(=S)N2C2CC2)cc1 (stereo not given)
 : 31%	18%	15%	0%	-6%	1.0	2%	-15%	-4%
#34 Cc1cc(-c2csc(NC(=O)c3ccccc3C(F)(F)F)n2)c(C)n1Cc1ccccc1
 : 4%[57.1 µM]	2%	11%	-18%	-9%	0.8	-6%	-4%	0%
#35 CC(=O)c1c(C)[nH]c(C(=O)Nc2ccc(S(=O)(=O)N(C)C)cc2)c1C
 : 1%	-20%	3%	?	5%	-0.1	-7%	-1%	-3%
#36 S=C(Nc1cccc2ccccc12)NN1CCOCC1
 : 5%	-4%	-2%	0%	-2%	0.1	-17%	0%	-5%
#37 COc1ccc(CCNC(=O)C2CCCN2S(=O)(=O)c2cccc3nsnc23)cc1OC (stereo not given)
 : -11%	8%	23%	-3%	3%	0.0	-5%	-5%	2%
#38 Cc1cc(/C=C2\SC(=O)N(CC(=O)Nc3ccccc3F)C2=O)c(C)n1C
 : 21%	104%[activator]	0%	-18%	-2%	-0.1	1%	-38%	-4%
#39 COc1ccccc1NC(=O)C1=C(C)NC(=O)NC1c1ccco1 (stereo not given)
 : -6%	?	-2%	3%	-13%	0.1	-8%	33%[activator]	0%
#40 O=C1NC(=S)NC(=O)C1=Cc1ccccc1C(=O)O
 : ·	?	·	·	4%	·	-6%	?	·
#41 O=C(CC1COc2ccccc2O1)NCCc1ccccc1 (stereo not given)
 : -25%	-1%	-4%	-20%	-1%	-0.6	-12%	?	-1%
#42 Cc1cc(C(=O)CSc2nnc(-c3ccc(OC(F)F)cc3)o2)c(C)n1Cc1cccs1
 : ?	1%	-3%	-8%	7%	-0.3	-11%	25%	-4%
#43 O=C(/C=C/c1cccc(C(F)(F)F)c1)Nc1cccc(C(F)(F)F)c1
 : 0%	18%	-4%	?	-1%	2.8	-10%	-20%	-12%
#44 O=C(CN1C(=O)c2ccccc2C1=O)c1ccc(F)cc1
 : 16%	36%[activator]	2%	-9%	-6%	-0.2	0%	0%	-4%
#45 CC(C)OCc1ccc(C(=O)N2CCN(CC(=O)N3CCCC3)CC2)cc1
 : ·	25%	53%[activator]	·	6%	·	-16%	?	·
#46 O=C1CCC([N+](=O)[O-])C(c2ccc(Cl)c([N+](=O)[O-])c2)N1 (stereo not given)
 : -16%	93%[activator]	4%	-3%	-5%	-0.2	-9%	20%	-1%
#47 O=C(Nc1ccccc1-c1ccccc1)NC1CCN(CC(=O)N2CCOCC2)CC1
 : 1%	11%	2%	-7%	-4%	0.2	-2%	-38%	-1%
#48 Cc1ccc2c(c1)N(C(=O)CCC(=O)Nc1ccccc1Br)CC(C)O2 (stereo not given)
 : -22%	-4%	6%	?	11%	-1.0	-1%	9%	-7%
#49 CSc1ccc(N2C(=O)NC3(CCCCC3)C2=O)cc1
 : -8%	3%	-3%	-7%	-9%	1.0	-3%	0%	-2%

The list is partial (hit frequency here may not be typical).
